# M4 antag – blocks acetylcholine activation of human M4 receptor | P08173 | CHO-hM4 cells, ACh EC80, Fluo-8 calcium fluorescence | inhibition, % at 3 µM | 360,000 compounds, 0.73% hits;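 active = inhibition above its plate's cutoff, the mean inhibition of sample wells plus 3 SD, cut at about 27% in these data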;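 note: 0% = acetylcholine EC80 with DMSO and 100% = DMSO without agonist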
# M5 antag – CHRM5 antagonism in calcium assay. CHO-hM5 cells, Fluo-8 calcium fluorescence, ACh EC80. AID 624040. inhibition, % at 3 µM. 360,000 compounds, 0.59% hits. P08912;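 active = inhibition above a per-plate cutoff, the mean of that plate's test compounds plus 3 SD, cut at about 27% in these data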;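 note: 0% = acetylcholine EC80 with DMSO and 100% = DMSO without agonist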
# CHRM5 agonist – CHRM5 agonism in calcium assay. 360,000 compounds, 0.19% hits. activation, % at 3 µM. CHO-K1 hM5 cells, Fluo-8 calcium fluorescence; 0% DMSO wells, 100% maximal acetylcholine response. P08912. AID 624037;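 active = activation above the run's mean over test compounds plus 3 SD, cut at about 23% in these data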;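 note: signal is peak over basal fluorescence ratio across the kinetic read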
# M4 ag – agonists of human muscarinic M4 receptor (CHRM4); 360,000 compounds, 0.14% hits; P08173; CHO-K1 hM4/Gqi5, Fluo-8 calcium fluorescence; vehicle 0%, full acetylcholine response 100%; activation, % at 3 µM; AID 624127;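 active = activation above the run mean over all test wells plus 3 SD, cut at about 32% in these data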;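 note: peak over basal fluorescence ratio per well then scaled between controls; 0% = DMSO wells and 100% = acetylcholine at EC100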
# CHRM5 PAM – CHRM5 positive allosteric modulation. P08912. CHO-K1 hM5, Fluo-8 calcium, ACh EC20 PAM; 0% = ACh EC20, 100% = ACh EC100. activation, % at 3 µM. 360,000 compounds, 0.3% hits. AID 624038;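 active = activation above the run cutoff, the mean activation of all test compounds plus 3 SD, cut at about 18% in these data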
#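 System: CHO-K1 cell line with stable human muscarinic M5 receptor expression | Also added: EC20 acetylcholine as agonist stimulus | Compound: One concentration, 3 µM final (nominal) | Timing: Fluo-8 loading 80 min at 37 °C plus 30 min room temperature | Measured by: Fluo-8 calcium dye fluorescence, kinetic read | Read-out basis: % activation, ACh-normalized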
# IDE inh – cellular human IDE inhibition; P14735; HEK cells, FAbetaB cleavage, fluorescence polarization; 320,000 compounds, 0.41% hits; inhibition, % at 5.59 µM;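 active = percent inhibition above the average of all tested compounds plus 3 SD, set per screening campaign, cut at about 16% in these data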;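 note: IDE supplied by intact live HEK cells; FP after avidin binding of uncleaved biotin substrate so inhibition keeps polarization high; 0% = DMSO wells and 100% = 60 µM reference IDE inhibitor Ii1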
# Target sequence (P14735 whole entry, looked up): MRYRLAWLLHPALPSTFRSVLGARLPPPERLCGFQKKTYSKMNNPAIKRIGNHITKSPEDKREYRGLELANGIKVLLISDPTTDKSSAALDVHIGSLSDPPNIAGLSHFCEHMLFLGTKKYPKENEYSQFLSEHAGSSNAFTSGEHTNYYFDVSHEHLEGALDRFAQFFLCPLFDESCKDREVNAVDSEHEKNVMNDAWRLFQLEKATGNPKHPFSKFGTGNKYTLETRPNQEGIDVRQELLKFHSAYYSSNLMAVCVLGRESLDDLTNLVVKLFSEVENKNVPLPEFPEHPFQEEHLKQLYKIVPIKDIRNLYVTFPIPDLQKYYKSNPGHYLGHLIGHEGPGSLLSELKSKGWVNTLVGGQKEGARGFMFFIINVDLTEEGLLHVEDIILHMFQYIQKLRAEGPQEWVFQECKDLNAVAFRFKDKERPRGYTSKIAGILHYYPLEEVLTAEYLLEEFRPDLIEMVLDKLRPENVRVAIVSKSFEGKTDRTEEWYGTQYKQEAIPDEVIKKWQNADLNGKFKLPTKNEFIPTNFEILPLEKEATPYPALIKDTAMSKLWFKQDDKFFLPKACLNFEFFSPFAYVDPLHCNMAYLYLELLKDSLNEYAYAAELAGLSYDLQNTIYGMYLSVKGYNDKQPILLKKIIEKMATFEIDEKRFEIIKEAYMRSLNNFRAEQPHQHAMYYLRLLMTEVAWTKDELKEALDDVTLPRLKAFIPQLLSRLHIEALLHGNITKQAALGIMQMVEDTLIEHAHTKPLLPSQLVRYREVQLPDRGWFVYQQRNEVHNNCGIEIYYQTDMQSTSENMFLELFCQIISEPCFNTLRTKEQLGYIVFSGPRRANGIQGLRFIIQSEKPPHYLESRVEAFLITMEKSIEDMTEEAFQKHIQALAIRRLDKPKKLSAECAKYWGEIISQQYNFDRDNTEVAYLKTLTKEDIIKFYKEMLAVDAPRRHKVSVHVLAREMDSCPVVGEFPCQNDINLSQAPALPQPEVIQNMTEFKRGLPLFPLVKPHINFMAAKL
# CHRM4 PAM – CHRM4 positive allosteric modulation; CHO-K1 hM4/Gqi5, Fluo-8 calcium fluorescence, ACh EC20; 0% = ACh EC20, 100% = maximal ACh; activation, % at 3 µM; 360,000 compounds, 0.4% hits;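 active = activation above its plate's cutoff, the mean activation of sample wells plus 3 SD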; note: some results filed as inactive read as strong as hits
# CRFBP-R2 agonist – CRF-BP/CRF-R2 complex agonism; HEK293 CRF-R2/CRF-BP, calcium dye fluorescence (FLIPR); percent of saturating CRF peptide response; 350,000 compounds, 0.46% hits; AID 588473; activation, % at 13.2 µM;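 active = activation of at least 50%, plus an integration ratio under a set limit after plate pattern correction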;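 note: plate controls were neutral control wells without compound for no effect and CRF at EC100 for full effect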
# CRFR2-BP antag – CRF-BP/CRF-R2 complex antagonism | HEK293 CRF-R2/CRF-BP, CRF-induced calcium fluorescence | AID 588475 | 350,000 compounds, 0.59% hits | inhibition, % at 11.8 µM;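 active = inhibition of the ligand-induced calcium signal above about 50% at the single tested concentration, limit read from the data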
# An asterisk follows results filed as active; x = no result given.
SMILES,M4 antag,M5 antag,CHRM5 agonist,M4 ag,CHRM5 PAM,IDE inh,CHRM4 PAM,CRFBP-R2 agonist,CRFR2-BP antag
CCN(CC)c1ncc(C)c(=O)[nH]1,-4,-4,-1,0,-3,-2,20,0.4,10
Cc1cc(NS(=O)(=O)c2ccc(NC(=O)c3cccnc3)cc2)nc(C)n1,12,8,-2,1,-1,3,-1,-0.6,-2
CS/C(=N\S(=O)(=O)c1cccs1)Nc1cccc(Cl)c1C,-15,-3,-4,3,-5,0,5,-9.0,12
CC12CC3(C)CC(C)(C1)CC(C(=O)Nc1nn[nH]n1)(C2)C3,2,-5,10,2,3,8,13,-1.3,-10
Cn1c(COc2ccc([N+](=O)[O-])cc2)nnc1SCC(N)=O,1,2,1,0,4,4,-3,-1.7,-4
C[C@H]1CN([C@@H](C)CO)C(=O)c2cc(Br)cnc2O[C@H]1CN(C)S(=O)(=O)c1ccccc1F,-10,-14,2,2,6,x,6,1.5,-4
O=C1NC(c2ccc(-c3ccccc3[N+](=O)[O-])o2)C(C(=O)c2ccc(F)cc2)C(O)(C(F)(F)F)N1 (configuration not stated),-7,-1,5,7,5,0,4,-1.4,-40
O=C(Nc1cccc(C(=O)N2CCCCC2)c1)C1CCCCC1,10,2,1,1,-4,x,1,-0.7,2
Cc1ccc(NC(=O)c2cccnc2)c([N+](=O)[O-])c1,-4,6,-1,0,-3,0,0,0.3,3
CCCc1cc(C(=O)Nc2c(C)n(C)n(-c3ccccc3)c2=O)no1,-3,9,0,0,-3,1,6,-1.1,-21
N=C(N)SCP(=O)(c1ccccc1)c1ccccc1,-6,-9,-19,1,8,-1,-8,-1.6,1
OCCNCc1ccc(-c2ccccc2)cc1,4,-2,-2,1,-2,8,-2,8.7,-16
COc1ccc(-c2cc(C(=O)NCCN3CCOCC3)c3ccccc3n2)cc1,-3,-2,-2,7,-2,1,0,-1.4,-12
O=C(CSc1ccc2ccccc2n1)N/N=C/c1ccc(O)cc1,0,-2,-1,9,-12,-3,-6,-1.7,-9
O=C(NCCCN1CCOCC1)c1cccc(S(=O)(=O)Nc2ccc(F)cc2)c1,5,-3,-2,1,-1,2,0,0.3,7
COC(=O)C1Cc2ccccc2CN1S(=O)(=O)c1ccc(F)cc1 (configuration not stated),-7,15,-21,-1,-8,-4,-6,-1.2,9
O=C(Nc1ccc2c(c1)OCCO2)C(=O)c1c[nH]c2ccccc12,-14,2,0,19,-14,3,-10,5.3,-10
COc1ccc(C(=O)N[C@H](C(=O)OCc2nc3ccsc3c(=O)[nH]2)C(C)C)cc1,-5,-1,1,1,4,2,8,2.8,1
CCn1c(C)c(C)c2cc(C(=O)N3CCN(c4cccc(C)c4C)CC3)ccc21,-13,-23,-5,-1,6,0,10,0.8,-11
CCCNC(=O)C1CCN(S(=O)(=O)c2ccc3nc4c(c(C(=O)O)c3c2)CCCCC4)CC1,-1,4,-1,2,-2,3,0,0.2,2
CC(C)(C)NC(=O)c1cc(C(C)(C)C)c(O)c(C(C)(C)C)c1,9,-4,0,-1,-5,-5,-1,1.1,-17
O=C(CC1C(=O)NCCN1Cc1ccc(-c2ccccc2)cc1)NCC1CC1 (configuration not stated),3,-4,-3,1,-1,1,0,0.5,14
CC(NC(=O)COC(=O)c1ccc(N(C)C)cc1)c1ccccc1 (configuration not stated),-8,-1,3,3,0,0,-4,-1.1,19
Cc1ccc(-c2csc3ncnc(SCC(=O)c4ccc5c(c4)OCCO5)c23)cc1,-1,7,3,2,-3,2,3,-1.4,6
NC(Cc1ccccc1)c1csc(Nc2ccc(C(=O)c3ccccc3)cc2)n1 (configuration not stated),10,1,5,26,-1,x,-6,x,x
O=C(CSc1nc(Nc2ccccc2)nc(N2CCOCC2)n1)Nc1ccc(Br)cc1F,-1,-5,-3,0,4,1,5,0.5,-16
COc1ccc(CNC(=O)COC(=O)c2cccn2C)cc1,3,11,-4,0,8,7,0,-3.7,7
COc1ccc(C(=O)NC(C(=O)N2CCN(c3ccccc3O)CC2)C(C)C)cc1 (configuration not stated),-7,5,-3,0,1,0,0,-0.9,5
COc1ccc(/C=N/NC(=O)c2ccoc2C)cc1CN1CCN(c2ccc(F)cc2)CC1,14,13,-4,2,-3,2,-12,-1.4,0
O=S1(=O)CCC(NC(=S)NC2CCS(=O)(=O)C2)C1 (configuration not stated),-3,2,-1,0,1,5,11,1.5,2
Cc1ccc(-c2nn(-c3cccc(F)c3)cc2CN(Cc2nccn2C)C(C)C)o1,-2,-11,-3,1,-1,-3,-5,3.9,-12
COc1cccc(-c2nnc(SCC(=O)Nc3ccc(S(N)(=O)=O)cc3)n2C)c1,-6,5,-1,0,-4,1,3,-3.1,1
Cc1c(C(=O)O)cccc1-c1ccc(/C=C2\SC(=O)NC2=O)o1,-5,15,1,0,-5,0,2,-0.6,-2
O=C(NCc1cccc(C(F)(F)F)c1)c1csc([C@H]2C[C@H](O)[C@@H](CO)O2)n1,-12,-7,1,2,3,x,7,x,x
CCCCN1C(=O)C(=O)NC[C@@H]1CCCCN,9,16,-3,1,1,3,-6,3.6,2
CC(=O)Nc1ccccc1-c1nnn(CC(=O)Nc2ccc3c(c2)OCCO3)n1,5,0,2,3,3,4,13,-0.5,-10
CCCCn1c(N)c(N(CCOC)C(=O)CCS(=O)(=O)c2ccc(C)cc2)c(=O)[nH]c1=O,-1,-1,0,0,-2,x,6,0.6,8
Cc1cc(OC(=O)c2ccco2)c(Sc2ccccc2[N+](=O)[O-])c(=O)o1,-4,7,2,1,3,x,-1,-2.4,-36
O=C(O)C1CCCCN1C(=O)c1cc2c(s1)CCCCC2 (configuration not stated),-4,-4,0,1,10,3,20,0.2,5
Cc1ccccc1S(=O)(=O)Cc1ccc(C(=O)N(C)C2CCCCC2)o1,2,-5,1,4,-4,1,-4,16,-12

# Continued; it opens with the 3 that closed the last part.
SMILES,M4 antag,M5 antag,CHRM5 agonist,M4 ag,CHRM5 PAM,IDE inh,CHRM4 PAM,CRFBP-R2 agonist,CRFR2-BP antag
Cc1cc(OC(=O)c2ccco2)c(Sc2ccccc2[N+](=O)[O-])c(=O)o1,-4,7,2,1,3,x,-1,-2.4,-36
O=C(O)C1CCCCN1C(=O)c1cc2c(s1)CCCCC2 (configuration not stated),-4,-4,0,1,10,3,20,0.2,5
Cc1ccccc1S(=O)(=O)Cc1ccc(C(=O)N(C)C2CCCCC2)o1,2,-5,1,4,-4,1,-4,16,-12
Cc1ccc(C)c(NC(=O)CCC(=O)N2CCOc3ccccc32)c1,-4,1,1,1,-1,0,0,-0.2,21
Cn1c(N)c(C(=O)COC(=O)COc2ccc(C#N)cc2)c(=O)n(C)c1=O,0,2,0,3,-1,1,0,1.7,2
CC(NC(=O)OCc1ccccc1)C(=O)N1CC(O)CC1C(=O)O (configuration not stated),-17,-1,-1,1,-3,x,10,-2.5,-2
Cc1ccc(N(C(=O)c2ccc(S(=O)(=O)N3CCCC3)cc2)C2C=CS(=O)(=O)C2)cc1 (configuration not stated),3,4,-4,1,3,0,-6,-2.2,-12
Cc1n[nH]c(=O)c2c(NC(=O)COC(=O)c3ncc(Cl)c(Cl)c3Cl)oc(C)c12,-22,3,-3,5,-5,4,4,-1.3,18
COC(=O)c1ccc(NC(C)C(=O)OC)c([N+](=O)[O-])c1 (configuration not stated),9,4,-5,1,-2,6,5,0.5,33
COc1ccccc1NC(=O)COC(=O)c1c[nH]c2ccccc12,-1,12,-3,23,-27,0,-7,1.0,6
Cc1nnc2n(c1=O)N=C(c1ccc(Cl)cc1)CS2,9,5,-1,0,1,-3,20,-0.5,3
O=C(O)c1ccc(CN2C(=O)c3ccc(C(=O)O)cc3C2=O)cc1,11,1,-3,2,-6,-3,5,-1.6,2
CCN(CC)CCOC(=O)c1cccc2c1-c1ccccc1C2O (configuration not stated),0,6,-21,0,-2,2,-19,0.1,-7
Cc1ccccc1NS(=O)(=O)c1ccc(S(=O)(=O)N2CCCC2)cc1,10,2,2,3,-4,x,-3,1.9,-3
COC(=O)C(CCSC)NC(=O)c1cc2c(n(-c3ccccc3)c1=O)CCCC2=O (configuration not stated),5,4,-3,1,2,3,-4,-1.2,3
CC(=O)Nc1ccc(S(=O)(=O)N2CCN(C3CCCCCCC3)CC2)cc1,-5,-7,-1,5,-4,-1,-1,-0.3,-6
CCN(c1ccccc1)S(=O)(=O)c1cc(NC(=O)CSc2n[nH]c(=O)[nH]c2=O)ccc1Cl,2,1,-4,1,1,2,-5,4.2,111*
CCOC(=O)C(Cc1cc(C(C)=O)ccc1OC(C)C)C(=O)OCC,4,-6,-4,1,6,4,17,1.2,18
O=c1cc(C(F)(F)F)nc(-c2ccccc2)[nH]1,14,3,2,0,-1,0,5,-1.4,-1
COC(=O)c1ccc(NC(=O)CSc2nc3ccccc3c(=O)[nH]2)cc1,-2,-1,-2,1,-3,4,-2,0.3,3
COc1ccc(CN(C)S(=O)(=O)c2nnc(NC(=O)c3ccccc3OC)s2)cc1OC,-19,-4,0,5,5,2,0,1.5,-7
Cc1nc(NCCc2ccc(S(N)(=O)=O)cc2)c2c3c(sc2n1)CCC3,-2,7,4,12,-8,3,4,2.6,-8
C=CCn1c(Cc2c(C)[nH]c3ccccc23)nnc1SCC(=O)NCc1ccc(F)cc1,1,4,1,10,-5,5,-4,-0.5,-33
O=C1OCC2=C1C(c1ccccc1)CC(=O)N2c1cccc(F)c1 (configuration not stated),-18,-5,-10,1,11,0,12,-3.7,22
O=C1C2C3C=CC(C3)C2C(=O)N1CCCCCCN1C(=O)C2C3C=CC(C3)C2C1=O (configuration not stated),1,19,9,23,-21,-1,-12,6.4,-5
O=C(c1ccc(Cl)cc1Cl)N1CCC(c2nc3c(nnn3Cc3ccco3)c(=O)[nH]2)CC1,11,1,-1,2,1,3,4,-1.4,8
O=C(COC(=O)CNS(=O)(=O)c1ccc(Br)cc1Cl)NCCc1ccccc1,-2,-1,-1,3,2,5,-4,0.3,21
O=C(CN(C(=O)CNS(=O)(=O)c1ccccc1)c1ccc2c(c1)OCCO2)NCc1ccco1,-4,-2,0,1,6,3,3,-0.6,-1
COc1ccc2c(c1OC)C(=O)N1c3ccccc3C(=O)N(c3ccccc3)C21 (configuration not stated),16,18,4,16,-18,-3,-14,-0.7,12
COc1cccc(/C=C/c2nc3c(cnn3-c3ccccc3)c(=O)[nH]2)c1,-5,3,1,1,-4,1,-8,-1.3,7
CCn1c(=O)c(C(=O)Nc2ccccc2C)c(O)c2ccccc21,5,-4,2,3,2,9,4,3.7,-23
COc1ccc(-n2c(C)nc3sc4c(c3c2=O)CCC4)cc1,-6,10,4,20,-13,x,-11,-0.9,-11
Cc1cc(C)c(OCCCON2C(=O)CCC2=O)c(Br)c1,-8,-9,-1,1,10,3,1,-2.7,3
O=C(O)c1cccc(-n2cccc2/C=N/O)c1,5,1,1,1,1,1,10,-1.1,15

# Screening results deposited in PubChem BioAssay by several laboratories.
